USP2a inh = qHTS Assay for Inhibitors of Ubiquitin-specific Protease USP2a Using CHOP2 as the Reporter; Ubiquitin carboxyl-terminal hydrolase 2 (Homo sapiens), O75604; USP2 core, Ub-CHOP2 coupled fluorogenic reporter, 485/531; Potency, µM (titrated, usually from 38.3 µM), inactives show at the highest dose activity change, negative = inhibition, hits mostly inhibitors; actives 0.01% (n = 330,000);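 also: potency is read from the fitted curve at half-maximal effect; plate controls were DMSO wells for no effect and full inhibition by NEM control for full effect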
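Cell-free coupled assay: 10nM USP2 core preincubated 30min RT with compound in Tris-HCl pH 8.0/CaCl2/CHAPS buffer, then 25nM Ub-CHOP2 and 25nM reporter substrate; fluorescence (Ex 485/Em 531) read after 60min RT, normalized to NEM inhibition, concentration-response curves fitted.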
BCR signal inh = qHTS Assay to Find Inhibitors of Chronic Active B-Cell Receptor Signaling | ABC-DLBCL IkBa-CBG/CBR reporter, luminescence ratio, 4 h | Potency, µM (titrated, usually from 46.1 µM), without a hit: at the highest dose ratio change, negative = lower green/red ratio, actives largely listed as inhibitors | actives 0.05% (n = 340,000) | AID 493014, 2011; active = well fitted inhibition curve with a large enough effect in the signal ratio, with a control signal flat, not every such curve was filed as active; inconclusive = small, poorly fitted or top-dose-only effect, or effect the other way, or a change in a side signal; the % refers to the signal ratio;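 also: potency is read from the fitted curve at half-maximal effect; plate controls were basal doxycycline-induced cells for no effect and cells given 10 µM MG132 for full effect; MG132 reads +100%, hits lower the ratio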
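Compounds up to 46 uM were incubated four hours with TMD8 cells whose green CBG68 luciferase is fused to IkappaBalpha; red CBR luminescence normalised the signal, and concentration-effect curves were fitted to fusion, red and ratio data.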
FBPA coupling cs = qHTS Assay for Inhibitors of Fructose-1,6-bisphosphate Aldolase from Giardia Lamblia: Coupling assay counterscreen | coupling enzyme system counterscreen, AmpLite Red fluorescence | activity change, negative = inhibition, % at 58.2 µM, hits read low | actives 0.67% (n = 290,000); in the data active = activity change below about -30%
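Counterscreen of the coupled detection system alone, without aldolase: glyceraldehyde-3-phosphate coupling enzymes plus AmpLite Red readout. Compounds at 57.5 uM final, 10 min RT preincubation, 20 min RT reaction, fluorescence 525/598 nm.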
PKM2 act = qHTS Assay for Activators of Human Muscle isoform 2 Pyruvate Kinase. Pyruvate kinase PKM (Homo sapiens), P14618. purified PKM2, Kinase-Glo ATP luminescence, activation; response scale: 0% is enzyme alone, no compound. Potency, µM (top dose mostly 57.5 µM), for the others: at the highest dose activation, actives largely listed as activators. actives 0.34% (n = 260,000). AID 1631, 2009; also: potency is read from the fitted curve at half-maximal effect; nearly all actives have a fitted effect of over 55% in size
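ATP formation by purified human PK-M2, quantified via coupled luciferase luminescence after 1 h at room temperature with 0.1 mM ADP and 0.5 mM PEP final.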
KCNH2 3.1 block = qHTS for Inhibitors of KCHN2 3.1: Mutant qHTS. activity change, % (tested at about 1.8 µM). Potassium voltage-gated channel subfamily H member 2, brain isoform KCNH2 3.1 (human). actives 0.95% (n = 340,000). AID 720553, 2013. U2OS KCNH2 3.1, thallium flux FluxOr; stronger effect = lower value;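 active = maximum activity change below -70%; inconclusive = maximum activity change from -70% to -50%; inactive = maximum activity change above -50%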;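 also: thallium influx rate constant from kinetic fluorescence after stimulation buffer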
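Steps: virus added to U2OS suspension (4 h, RT, dark); medium with 10% FBS added, cells plated, 37 C overnight; FluxOr/Red40 loading buffer 45 min RT; stimulation buffer, 2 min kinetic read; rate constant normalized.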
Eya2 phos inh = qHTS Assay for Inhibitors of the Phosphatase Activity of Eya2 | Protein phosphatase EYA2 (Homo sapiens), O00167 | recombinant Eya2, OMFP fluorescence dephosphorylation (OMFP is methylfluorescein phosphate) | Potency, µM (titrated, usually from 76.9 µM), for the others: top-dose activity, negative = inhibition, usual class: inhibitors | actives 0.006% (n = 330,000); also: potency is read from the fitted curve at half-maximal effect
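Eya2 (0.2 uM) preincubated 10 min at ambient with compound, then OMFP substrate added at 50 uM; 10 min reaction in 50 mM HEPES pH 7.5, 50 mM NaCl, 5 uM MgCl2, 0.05% BSA, 1 mM DTT. Fluorescence read at Ex 485/Em 525 nm.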
GALK inhibitor = qHTS Assay for Inhibitors of Human Galactokinase (GALK). P51570. Purified GALK, Kinase-Glo residual ATP luminescence. Potency, µM (titrated, usually from 57.5 µM), for the others: top-dose activity change, negative = inhibition, usual class: inhibitors. actives 0.007% (n = 270,000). AID 1868, 2009; also: potency is read from the fitted curve at half-maximal effect
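The enzyme phosphorylates galactose (100 uM) using ATP (35 uM); inhibition is detected as higher residual ATP, quantified by bioluminescence after 1 h reaction at room temperature, pH 8.0.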
uPA surface inh = qHTS for Inhibitors of Cell Surface uPA Generation | AID 540303, 2011 | Potency, µM (series often up to 38.3 µM), for the others: at the highest dose activity change, negative = inhibition, usual class: inhibitors | cell surface uPA generation assay, qHTS | actives 0.31% (n = 330,000); active = well fitted inhibition curve with a large enough effect; inconclusive = small, poorly fitted or top-dose-only effect; inactive = no such curve, though single readings can be large or run the other way; tested in mouse RAW 264.7 cells; also: potency is read from the fitted curve at half-maximal effect; nearly all actives have a fitted effect of over 55% in size
Giardia kill = Small Molecules that selectively kill Giardia lamblia: qHTS; Giardia lamblia trophozoite viability; activity change, % at 7.66 µM, hits read low; actives 0.15% (n = 340,000); in the data active = activity change below about -80%; inconclusive = between about -30% and that limit;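 also: parasites exposed to compound for two days anaerobically before the ATP read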
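Killing of trophozoites was scored by loss of ATP luminescence after a 48 hrs anaerobic exposure to compounds at 37 deg C, using 100 cells per well.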
KCNH2 WT inh = qHTS for Inhibitors of KCHN2 3.1: Wildtype qHTS. activity change, % at 1.84 µM. U2OS, BacMam KCNH2, thallium flux FluxOr; stronger effect = lower value. Voltage-gated inwardly rectifying potassium channel KCNH2 (Homo sapiens), Q12809. actives 0.37% (n = 340,000);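 active = maximum activity change below -70%; inconclusive = maximum activity change between -70% and -50%; inactive = maximum activity change above -50%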
Target sequence (Q12809 whole entry, looked up): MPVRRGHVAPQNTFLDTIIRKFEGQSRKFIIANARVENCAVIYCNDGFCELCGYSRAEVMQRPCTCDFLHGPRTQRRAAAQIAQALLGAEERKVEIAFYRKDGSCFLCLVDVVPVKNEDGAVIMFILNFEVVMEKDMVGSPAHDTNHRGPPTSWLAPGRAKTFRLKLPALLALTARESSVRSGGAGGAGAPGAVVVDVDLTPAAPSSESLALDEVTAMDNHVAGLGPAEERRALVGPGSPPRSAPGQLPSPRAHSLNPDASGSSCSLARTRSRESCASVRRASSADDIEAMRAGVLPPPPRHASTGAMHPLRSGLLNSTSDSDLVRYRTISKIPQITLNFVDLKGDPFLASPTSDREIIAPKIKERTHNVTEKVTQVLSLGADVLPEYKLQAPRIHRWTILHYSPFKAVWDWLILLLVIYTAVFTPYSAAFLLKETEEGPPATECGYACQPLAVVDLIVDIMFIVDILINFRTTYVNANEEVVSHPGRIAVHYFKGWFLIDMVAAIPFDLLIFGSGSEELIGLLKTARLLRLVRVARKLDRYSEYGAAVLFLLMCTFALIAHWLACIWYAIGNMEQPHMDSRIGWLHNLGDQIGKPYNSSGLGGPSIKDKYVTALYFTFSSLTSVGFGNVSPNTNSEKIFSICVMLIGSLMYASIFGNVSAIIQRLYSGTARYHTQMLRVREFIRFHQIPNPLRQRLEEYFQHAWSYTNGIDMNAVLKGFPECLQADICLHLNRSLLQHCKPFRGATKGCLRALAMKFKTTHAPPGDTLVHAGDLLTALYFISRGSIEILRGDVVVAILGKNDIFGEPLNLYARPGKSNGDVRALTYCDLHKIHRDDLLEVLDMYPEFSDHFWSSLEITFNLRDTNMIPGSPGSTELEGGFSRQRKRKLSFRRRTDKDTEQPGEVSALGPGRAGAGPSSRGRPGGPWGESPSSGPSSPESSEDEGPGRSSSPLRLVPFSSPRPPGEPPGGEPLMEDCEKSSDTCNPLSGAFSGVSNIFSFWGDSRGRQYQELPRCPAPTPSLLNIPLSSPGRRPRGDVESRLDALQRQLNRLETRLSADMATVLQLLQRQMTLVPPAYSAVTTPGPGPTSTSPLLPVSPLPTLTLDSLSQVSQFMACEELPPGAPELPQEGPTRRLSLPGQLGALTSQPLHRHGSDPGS
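U2OS cells transduced with wild-type KCNH2 virus are loaded with FluxOr dye for 45 min, and thallium flux is measured in kinetic reads before and after stimulation buffer. Rate constants are normalized to DMSO controls.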
B2AR arrestin = qHTS assay of beta-arrestin-biased ligands of beta2-adrenergic receptor. Beta-2 adrenergic receptor (Homo sapiens), P07550. beta-arrestin recruitment to beta2AR, cell-based reporter. Potency, µM (titrated, usually from 46.1 µM), without a hit: at the top dose activation, usual class: activators. actives 0.02% (n = 330,000);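 also: potency is read from the fitted curve at half-maximal effect; 0% = DMSO controls and full agonism = EC100 isoproterenol or metaproterenol; nearly all actives have a fitted effect of over 65% in size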
Active calls of the source: *; ? = inconclusive; . = not tested or not shown. Unless noted, calls follow the shape of the dose curve; as a rule, active = well fitted curve in the direction sought with a large enough effect; inconclusive = small, poorly fitted or top-dose-only effect, or another doubt; inactive = no such curve, though single readings can be large; an effect the other way counts as inactive or inconclusive. Unless noted, % is scaled to controls: 0 for no effect and ±100 for the full control effect. Outcome played no part in choosing rows; any-hit rate near 2.4%.

Second line of a record – USP2a inh, BCR signal inh, FBPA coupling cs, PKM2 act, KCNH2 3.1 block, Eya2 phos inh, GALK inhibitor, uPA surface inh, Giardia kill, KCNH2 WT inh, B2AR arrestin
> COc1cccc(CN(C)C(=O)c2ccc3c(=O)n4c(nc3c2)CCC4)c1
  1%, ?, ., ., 8, -7%, ., 11%, 23, -6, 0.1%
> CCC(C)Nc1nc(N)c([N+](=O)[O-])c(N2CCCCCC2)n1 (configuration not stated)
  -1%, 2%, 5, ., -3, -1%, 1%, -5%, -9, 6, 0.1%
> COc1ccccc1CNC(=O)CCCNC(=O)c1ccc(Cl)cc1
  2%, 6%, 3, -1%, 16, -3%, 0%, -1%, -6, -2, -0.1%
> O=C(c1cccc(S(=O)(=O)Nc2ccccc2F)c1)N1CCN(c2ccccc2F)CC1
  -6%, 12%, 1, 0%, -4, -6%, 8%, 3%, 15, 11, 0.3%
> CC(C)(C#N)Cc1cc(CC(C)(C)C#N)cc(C(C)(C)C)c1
  1%, 5%, 0, -5%, 10, 9%, ., 7%, 9, -8, -0.1%
> Cc1ccnc(NC(=O)c2ccc(Cl)c(NC(=O)C(C)Oc3ccccc3)c2)c1 (configuration not stated)
  1%, 7%, 0, -5%, -5, -1%, 7%, -1%, 8, -10, 0.0%
> COc1ccc(C(=O)NCN2CCN(c3ccccc3)CC2)cc1OC
  -2%, -1%, ., ., 19, -4%, ., 1%, -25, -1, -0.2%
> Cn1cccc1CC(=O)NNC(=O)Nc1cccc(Cl)c1
  5%, 13%, 0, 3%, 0, -7%, 0%, 13%, 2, 8, -1.2%
> O=C(C1=C[C@@H]2[C@H]3C(=O)N(c4cccc(Cl)c4)C(=O)[C@H]3[C@@H](C(=O)c3ccc(Cl)cc3)N2C=C1)c1ccccc1
  3%, 3%, -2, -2%, ., 4%, 3%, 0%, 6, -19, -0.2%
> O=C(O)c1ccccc1OCC1CCCO1 (configuration not stated)
  1%, 4%, -2, -4%, 7, ?, 8%, -2%, 2, 5, 0.0%
> CCC1CCc2sc(C(=O)NCc3ccccn3)cc2C1 (configuration not stated)
  -3%, ?, ., 2%, -6, -4%, -6%, 1%, -1, -1, -0.6%
> COc1cccc(C(=O)N(C)CC2CCN(CCc3cccc(C(F)(F)F)c3)CC2)c1
  2%, 6%, 1, -1%, 22, 2%, 4%, -1%, 10, 16, 0.1%
> CC(=O)N1c2ccc(S(=O)(=O)N3CCCCC3)cc2CC1C(=O)Nc1ccccc1C(F)(F)F (configuration not stated)
  0%, -1%, ., ., 1, 1%, -5%, -5%, 22, -11, -0.7%
> CCOC(=O)[C@H]1[C@H]2COc3ccc(Br)cc3[C@@H]2N2C(=O)CN(Cc3ccco3)C(=O)[C@@]12C
  0%, ?, ., ., 8, -22%, ., 0%, -11, 11, 0.1%
> Cc1nc(C)n(C(=O)N(c2ccccc2)c2ccccc2)n1
  -1%, -1%, 0, -1%, 2, 13%, 3%, 5%, 14, -6, -0.3%
> Cc1cc(NC(=O)CCC(=O)N(c2cccnc2)C(C(=O)NC2CCCC2)c2ccccc2)no1 (configuration not stated)
  0%, 0%, 1, -3%, 12, -10%, 1%, -1%, 7, 2, -0.2%
> O=C(OCc1c(-c2ccccc2)ncc2ccccc12)c1cccs1
  1%, ?, ., ., -1, 5%, ., -26%, 10, 1, 0.2%
> Cc1cccc(NC(=O)C2CCC(CNC(=O)[C@@H]3Cc4ccccc4CN3)CC2)c1 (some centres not stated)
  4%, ?, ., ., 45, 4%, -3%, -1%, 2, 18, -0.8%
> COc1ccc(CCNC(=O)COC(=O)c2cnc(C)cn2)cc1
  3%, -9%, 2, -4%, -5, 19%, 1%, -2%, -4, -5, 0.0%
> COc1ccccc1N1CCN(C(CNC(=O)c2ccco2)c2cccnc2)CC1 (configuration not stated)
  0%, 12%, 4, 17%, -19, -3%, 2%, -5%, 9, -2, -0.3%
> CCCOc1ccccc1C1C(C(=O)OC)=CN(C(C)C)C=C1C(=O)OC
  2%, 0%, 3, 0%, -8, 10%, 0%, 10%, -11, 2, 0.4%
> CCN(C(=O)COC(=O)c1cc(S(=O)(=O)N(C)C)ccc1Cl)C1CCS(=O)(=O)C1 (configuration not stated)
  0%, 0%, ., ., 3, 7%, ., -9%, -2, -5, 0.2%
> S=C(NCCc1ccccc1)NCc1ccccc1Cl
  -2%, -8%, 1, -4%, 10, -4%, 0%, 1%, -13, 5, -1.0%
> COc1ccccc1CCC(=O)Nc1ccc(C)cc1Cl
  2%, ?, 2, -1%, 12, -2%, 4%, 6%, 9, 69, -0.3%
> CCC(=O)NC(=S)Nc1ccc(NC(=O)COc2ccc([N+](=O)[O-])cc2)cc1
  3%, 0%, -1, -28%, -6, 8%, 2%, -10%, 23, 5, 0.2%
> Cc1cc2c(cc1S(=O)(=O)N1CCOCC1)NC(=O)CO2
  2%, 0%, 1, 1%, 8, 9%, 1%, 0%, -7, -2, -0.2%
> O=C(N/N=C/c1ccccn1)c1ccc([N+](=O)[O-])cc1
  1%, 1%, -4, ., 1, 6%, 0%, 5%, -11, 4, 0.0%
> O=C(COC(=O)c1ccc[nH]c1=O)NC1CC1
  6%, 2%, ., ., 23, 8%, ., -13%, -13, -4, -0.3%
> O=C(CSC1=NS(=O)(=O)c2cc(Cl)ccc2N1)NCc1ccccc1
  1%, -3%, ., ., 4, 15%, ., 12%, -12, -8, -0.6%
> NC(=O)COc1ccc(Cc2ncc(C(F)(F)F)cc2Cl)cc1
  10%, -8%, 2, 2%, 4, -10%, 0%, 11%, -23, -8, -0.7%
> CC(=O)Oc1c(C)cc(Cl)cc1C(=O)Nc1ccc([N+](=O)[O-])cc1Cl
  0%, ?, 2, -2%, 16, 4%, ., ?, 5, -14, -0.1%
> CC(Oc1ccc(Cl)cc1Cl)C(=O)NCCC1=CCCCC1 (configuration not stated)
  -1%, 1%, 3, 4%, -6, -6%, 0%, -1%, -5, 5, 5.3%
> CN(C)/N=C/c1ccc(Sc2ccccc2[N+](=O)[O-])o1
  -2%, -15%, 3, 2%, 1, -2%, -1%, 1%, -15, -5, 0.2%
> Cc1nc(NS(=O)(=O)c2ccccc2)sc1C(C)(C)C
  1%, 0%, 2, -14%, -1, 5%, 3%, -3%, 6, -4, -1.0%
> COCCOc1ccc(C(F)(F)F)cc1NC(=O)c1ccc(C)cc1
  5%, ?, -1, -2%, 22, 1%, -1%, -1%, -17, -13, -1.6%
> O=C(NCCCN1CCCC1=O)c1cncc(Br)c1
  1%, 4%, 2, -22%, -9, 9%, -2%, 2%, 5, 2, -0.7%
> CC1CCN(S(=O)(=O)c2c[nH]c(=O)[nH]c2=O)CC1
  3%, 0%, ., ., -12, -5%, ., -2%, 13, 5, 0.4%
> O=c1c(Cl)c(Cl)cnn1Cc1ccc(F)cc1
  -1%, ?, -1, ?, -29, -2%, 0%, ?, 9, -6, -0.1%
> O=C(O)CC12CC3CC(C1)CC(n1ncc(N4CCC5(CC4)OCCO5)c(Cl)c1=O)(C3)C2
  0%, ?, 0, 9%, 10, 16%, 3%, 4%, 9, 0, 0.0%

Shown with bars between the fields: four of the compounds above.
compound | USP2a inh | BCR signal inh | FBPA coupling cs | PKM2 act | KCNH2 3.1 block | Eya2 phos inh | GALK inhibitor | uPA surface inh | Giardia kill | KCNH2 WT inh | B2AR arrestin
O=C(O)CC12CC3CC(C1)CC(n1ncc(N4CCC5(CC4)OCCO5)c(Cl)c1=O)(C3)C2 | 0% | ? | 0 | 9% | 10 | 16% | 3% | 4% | 9 | 0 | 0.0%
COc1ccccc1CCC(=O)Nc1ccc(C)cc1Cl | 2% | ? | 2 | -1% | 12 | -2% | 4% | 6% | 9 | 69 | -0.3%
O=C(N/N=C/c1ccccn1)c1ccc([N+](=O)[O-])cc1 | 1% | 1% | -4 | . | 1 | 6% | 0% | 5% | -11 | 4 | 0.0%
CCCOc1ccccc1C1C(C(=O)OC)=CN(C(C)C)C=C1C(=O)OC | 2% | 0% | 3 | 0% | -8 | 10% | 0% | 10% | -11 | 2 | 0.4%

Screening results deposited in PubChem BioAssay by National Center for Advancing Translational Sciences (NCATS).
